HT1080 cytotoxicity: cytotoxicity in HT1080 fibrosarcoma cells, cell-based, fluorescence readout (AID 620); HT1080 viability, fluorescence; higher % means a stronger effect; cytotoxicity, % at 10 µM; hits with a dose series show EC50 in µM; 87,000 tested, 0.42% active; in the data active = cytotoxicity above about 50%;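 note: cells exposed to compound overnight then 4 h with Alamar Blue; 0% = vehicle DMSO and 100% = killing control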
An asterisk follows results filed as active; & = joins results of further samples. A portion of the library; the hit share may differ from the screen's.

nr	Compound	HT1080 cytotoxicity
1	Cc1nnsc1NC(=O)OCC(C)(C)C	17%
2	Cc1ccsc1/C=N/Nc1nc(Cl)c(Cl)cc1Cl	-4%
3	Cn1nc([N+](=O)[O-])nc1Oc1ccccc1	10%
4	CCCC(C(=O)NCc1ccccc1)N(C(=O)Cn1nnc(-c2cccs2)n1)c1ccc2c(c1)OCCO2 (stereo unspecified)	-1%
5	CCCCN1C2CCCC1CC(NC(=O)N(C(C)C)C(C)C)C2 (stereo unspecified)	2%
6	COc1ccc(C(=O)c2ccc(Cl)cc2Cl)cc1	10%
7	COc1ccc(/C=C2/SC(=O)N(NS(=O)(=O)c3ccccc3)C2=S)cc1OC	-2%
8	Cc1nn(-c2cc(N3CCNCC3)ccc2[N+](=O)[O-])c(=O)c2ccccc12	2%
9	CN1CCC(=NNC(=O)C(=O)NC2CCCCC2)CC1	-2%
10	CC1=C(C(=O)OCc2ccccc2)C(c2ccc(Cl)cc2)NC(=O)N1CCCCCC(=O)O (stereo unspecified)	-11%&-15%

(further entries)
nr	Compound	HT1080 cytotoxicity
11	CCc1nnc(SCCSc2nnc(CC)n2N)n1N	6%
12	CCCCNC(=O)c1cn(-c2ccc(OCC)cc2)c(=O)c2cc(OC)c(OC)cc12	-17%
13	CC(C)Cn1c(-c2ccc(C#N)cc2)nc2c1c(=O)[nH]c(=O)n2CC(C)C	20%
14	COc1cc(C)c(Cl)cc1S(=O)(=O)NCCCN1CCOCC1	-2%
15	CCC1=NC(c2ccccc2)N(O)C1(C)C (stereo unspecified)	1%
16	COc1ccc2c(c1)c(=O)oc1cc3oc(C)c(C)c3cc12	6%
17	CCOC(=O)NC(NC(=S)Nc1ccccc1[N+](=O)[O-])C(Cl)(Cl)Cl (stereo unspecified)	8%
18	CCCCOCCCNC(=O)c1ccc(OC)cc1	-12%
19	CC1(C)CCc2nc(SCc3ccccc3)c(C#N)cc2C1	-16%
20	Cc1ccc(C(=O)N2CCN(Cc3ccc4c(c3)OCO4)CC2)o1	6%

(list continues)
nr	Compound	HT1080 cytotoxicity
21	CC(=O)c1ccc2c(c1)c1ccccc1n2CC(C)C	-7%
22	Fc1ccc(CNn2cnnc2SCc2ccc(F)cc2)cc1	-1%
23	CCCC(=O)Nc1ccc(Br)c(Cl)c1	-5%
24	COC(=O)[C@@]1(Cc2ccc(F)cc2)[C@H]2c3cc(C(=O)N4CCCC4)n(CCc4ccccn4)c3C[C@H]2CN1C(=O)c1ccccc1	-26%
25	COC(=O)c1[nH]c2ccc(F)cc2c1NC(=O)CCN1CC(C)OC(C)C1 (stereo unspecified)	1%
26	c1csc(C(c2nnnn2C2CCCCC2)N2CCCC3(CCCCC3)C2)c1 (stereo unspecified)	1%
27	Cc1nc2nc(-c3ccccc3)[nH]n2c(=O)c1C	8%
28	COc1cc(/C=C(\C#N)c2nc3c(s2)CC(C)CC3)ccc1O (stereo unspecified)	-4%
29	Cc1cccc(N2C(=O)NC3(CCCCC3)C2=O)c1	-1%
30	CC1=C(C(=O)OCc2ccccc2)C(c2cccnc2)n2nnnc2N1 (stereo unspecified)	12%

Additional compounds.
nr	Compound	HT1080 cytotoxicity
31	COc1ccc(OCc2nc(N)nc(Nc3ccccc3OC)n2)cc1	-2%
32	Cc1cccc(CSc2ncnc3c2cnn3Cc2ccccc2)c1	-9%
33	Cc1ccc(S(=O)(=O)N2CCC(C(=O)NCCc3ccccc3)CC2)cc1	0%
34	COc1ccc(C2/C(=C(/O)c3ccccc3)C(=O)C(=O)N2c2ccccn2)c(OC)c1 (stereo unspecified)	38%
35	N#CC1(c2ccccc2)CCCN1C(=O)c1ccccc1Cl (stereo unspecified)	-7%
36	CCn1c(/C=C/c2ccc([N+](=O)[O-])o2)nc2ccccc2c1=O	17%
37	COC(=O)N/N=C(\C)c1ccc(Br)cc1	6%
38	Cc1cc(C)cc(NC(=O)c2cccc(NC(=O)C3C4CC5OC(=O)C3C5C4)c2)c1 (stereo unspecified)	-4%
39	CC(C)(C)c1nc(SCC(=O)Nc2ccc(N3CCOCC3)cc2)c2ccccc2n1	-5%
40	CCOc1ccc(NC(=O)CSc2nc3ccccc3c(=O)n2CCCC(=O)N2CCCC2)cc1	1%

Remaining list, next part
nr	Compound	HT1080 cytotoxicity
41	CC1CCCN(C(=S)NCCc2ccccc2)C1 (stereo unspecified)	1%
42	C1CCC(NC2=NCCC2)CC1	-10%
43	COc1ccc(/C(N)=N/OC(=O)CSc2ccc(C)cc2)cc1OC	1%
44	CS(=O)(=O)NCCSCc1c(Cl)cccc1Cl	-9%
45	c1ccc2cc(Sc3ncnc4c3oc3ccccc34)ccc2c1	8%
46	Cc1ccccc1OCC(=O)N1N=C(C(F)(F)F)CC1(O)C(C)(C)C (stereo unspecified)	-17%
47	Cc1cc(C)n(C2CCCCC2OC(=O)c2ccccc2F)n1 (stereo unspecified)	-7%
48	CCC(C)NS(=O)(=O)c1ccc(OCC(=O)N2CCCC2)cc1 (stereo unspecified)	4%
49	COc1ccc(OC)c(N2C(=O)CC(Cc3cc(C)cc(C)c3)C2=O)c1 (stereo unspecified)	-14%
50	O=C(Nc1ccc(F)cc1)c1sc2cc(C(F)(F)F)cnc2c1-c1cccs1	6%

(listing goes on)
nr	Compound	HT1080 cytotoxicity
51	CCCNC(=O)NC(=O)CSc1ccc2c(c1)OCCO2	-12%
52	CCCCCC(=O)NC(NC(=S)NC1CCS(=O)(=O)C1)C(Cl)(Cl)Cl (stereo unspecified)	0%
53	O=C(O)c1ccc2c(c1)OCCO2	0%
54	CC/C(C)=C1\SC(N2CCN(c3cccc(C(F)(F)F)c3)CC2)=NC1=O	-21%
55	O=C(CCc1ccccc1)Nc1ccccc1F	-1%
56	CC1=Nc2ccccc2/C1=C\c1nc(-c2ccc(F)cc2)oc1O	-13%
57	COc1ccc(Nc2nc(N)nc(CN(C)C3CCCCC3)n2)cc1	-6%
58	Cc1nc(N(C)C)ncc1C(=O)O	1%
59	COC(=O)CSc1nc2ccc(C)cc2[nH]1	-6%
60	CCCCc1nc2n[nH]c(N)c2c2c1CSC(C)(C)C2	4%

Later entries:
nr	Compound	HT1080 cytotoxicity
61	COc1cccc(/C=N/Nc2snc(SC)c2C#N)c1	-10%
62	COC(=O)c1sccc1NC(=O)C12CC3CC(CC(C3)C1)C2	-21%
63	O=C(COc1ccc2c(c1)C(=O)CC1(CCCCC1)O2)NCc1ccccc1	5%
64	Cc1cccc(C(=O)NCCN2CCCC2)c1	-8%
65	COc1ccc(CC(=O)NCc2ccco2)cc1OC	18%
66	CC1C/C(=N/Nc2ccc([N+](=O)[O-])cc2[N+](=O)[O-])CC(C)(C)C1 (stereo unspecified)	-10%
67	CCOC(=O)C1CCCN(S(=O)(=O)c2cc(OCC(=O)NC3CCCCC3)c(C)cc2Cl)C1 (stereo unspecified)	6%
68	CC1=CCC(C(=O)O)C(C(=O)Nc2nc3ccc(S(C)(=O)=O)cc3s2)C1 (stereo unspecified)	-1%
69	CC1CCN(C(=O)Nc2ccc3nsnc3c2)CC1	25%
70	CCOc1ccc(N=C2NC(=O)S/C2=C\c2ccc(O)cc2)cc1	-2%

(listing goes on)
nr	Compound	HT1080 cytotoxicity
71	CN(C)CCNC(=O)c1cc(Br)ccc1Cl	-2%
72	CCC(=O)Nc1ccc2c(c1)C(=O)N(C)C2=O	-18%
73	CCN(c1cccc(C)c1)S(=O)(=O)c1cnc[nH]1	6%
74	COc1cc(-c2nc3cnccn3c2Nc2ccc(C(C)C)cc2)ccc1O	-6%
75	CCCC/C=C/C(NC(=O)c1ccc(C(=O)OC)cc1)c1ccccc1 (stereo unspecified)	-28%
76	CCN(CC)S(=O)(=O)c1ccc(NC(=O)C2CCCO2)cc1 (stereo unspecified)	-13%
77	CN(C)S(=O)(=O)c1ccc(NC(=O)c2ccc(Br)o2)cc1	0%
78	COC(=O)c1ccccc1NC(=O)c1ccc(COc2cccc3ccccc23)o1	-27%
79	COc1cccc(C2CN(c3ccc(F)cc3F)N=C2c2cccs2)c1OC (stereo unspecified)	0%
80	CC(Sc1nnc(-c2cccs2)n1-c1ccccc1)C(=O)NCc1ccco1 (stereo unspecified)	-13%

More compounds:
nr	Compound	HT1080 cytotoxicity
81	CCC(c1nnnn1Cc1ccc(OC)cc1)N(CCCO)Cc1cc2cc3c(cc2[nH]c1=O)OCO3 (stereo unspecified)	6%
82	CCn1c(SCC(=O)N2CCCc3ccccc32)nnc1-c1ccoc1C	-5%
83	O=S1(=O)C=CC(Nc2ccccc2)C1 (stereo unspecified)	7%
84	CCNC(=O)CSc1nc2ccccc2c(=O)n1-c1cc(OC)ccc1OC	17%
85	CC(Cc1ccccc1)C(=O)N1CCN(C)CC1 (stereo unspecified)	-10%
86	CCOC(=O)c1nc(Nc2ccccc2)c2ccccc2n1	3%
87	CC12CCC(C(=O)Nc3nccs3)(OC1=O)C2(C)C (stereo unspecified)	-12%
88	CC1CCC2(CC1)NC(=O)N(CC(=O)c1cccn1C)C2=O (stereo unspecified)	-3%
89	Nc1c(C(=O)NCc2ccccc2)sc2nc3c(cc12)C(=O)CCC3	-4%
90	CCC1=C(OC(=O)N(CC)CC)N2C(=O)OC(=NCC3CC3)[C@]2(C)[C@H]2C1=CC[C@H]1C(=O)NC(=O)[C@H]12	-8%

The list continues.
nr	Compound	HT1080 cytotoxicity
91	Cc1ccc(S(=O)(=O)N2CCN(C(=O)CN3CCCCC3)C2C(C)C)cc1 (stereo unspecified)	-6%
92	CCOC(=O)c1c(C)sc2c1N(C(=O)CN1CCOCC1)c1cc(Cl)ccc1S2	12%
93	COc1ccc(NC(=O)C2CCN(S(C)(=O)=O)CC2)cc1	2%
94	Cc1ccccc1S(=O)(=O)Cc1ccc(C(=O)NCc2cccs2)o1	4%
95	Cc1ccc(OC(C)C(=O)N2CCCc3ccccc32)cc1 (stereo unspecified)	20%
96	COc1ccc(S(=O)(=O)CCC(=O)NCCc2ccc(C)cc2)cc1	-7%
97	CC(=O)c1cccc(NC(=O)C2CCN(S(=O)(=O)c3ccccc3)CC2)c1	-5%
98	CN(c1ccccc1C(=O)Nc1cccc(Cl)c1Cl)S(C)(=O)=O	0%
99	O=C(NNC1=C(C(=O)C(F)(F)F)CCC1)c1ccc(Cl)cc1	-8%
100	Cc1ccc(C)n1-c1sc2c(c1C#N)CCCC2	3%

Sorted by count of non-hydrogen atoms (rising): twelve of the compounds above.
nr	Compound	HT1080 cytotoxicity
83	O=S1(=O)C=CC(Nc2ccccc2)C1 (stereo unspecified)	7%
85	CC(Cc1ccccc1)C(=O)N1CCN(C)CC1 (stereo unspecified)	-10%
87	CC12CCC(C(=O)Nc3nccs3)(OC1=O)C2(C)C (stereo unspecified)	-12%
93	COc1ccc(NC(=O)C2CCN(S(C)(=O)=O)CC2)cc1	2%
95	Cc1ccc(OC(C)C(=O)N2CCCc3ccccc32)cc1 (stereo unspecified)	20%
98	CN(c1ccccc1C(=O)Nc1cccc(Cl)c1Cl)S(C)(=O)=O	0%
94	Cc1ccccc1S(=O)(=O)Cc1ccc(C(=O)NCc2cccs2)o1	4%
91	Cc1ccc(S(=O)(=O)N2CCN(C(=O)CN3CCCCC3)C2C(C)C)cc1 (stereo unspecified)	-6%
84	CCNC(=O)CSc1nc2ccccc2c(=O)n1-c1cc(OC)ccc1OC	17%
92	CCOC(=O)c1c(C)sc2c1N(C(=O)CN1CCOCC1)c1cc(Cl)ccc1S2	12%
90	CCC1=C(OC(=O)N(CC)CC)N2C(=O)OC(=NCC3CC3)[C@]2(C)[C@H]2C1=CC[C@H]1C(=O)NC(=O)[C@H]12	-8%
81	CCC(c1nnnn1Cc1ccc(OC)cc1)N(CCCO)Cc1cc2cc3c(cc2[nH]c1=O)OCO3 (stereo unspecified)	6%

Next entries
nr	Compound	HT1080 cytotoxicity
101	O=c1[nH]c2ccc(Cl)cc2c(-c2ccccc2)c1N1CCN(CCO)CC1	20%
102	Cc1ccc(-c2nn(-c3ccccc3)cc2C2CC(c3cccs3)=NN2C(=O)CCC(=O)O)cc1 (stereo unspecified)	-15%
103	CCN1CCN(C(=O)c2ccc(COc3ccc(Cl)cc3)o2)CC1	-12%
104	CC(/C=C/c1ccc(C)o1)=C\C(=O)O	2%
105	CCOC(=O)c1c(C)[nH]c(N=Nc2ccccc2)c1C	13%
106	C=CCn1c(SCc2c(Cl)cccc2Cl)nnc1-c1cccnc1	-6%
107	COCCNC(=O)Nc1ccc2nc(C)sc2c1	-4%
108	c1ccc2c(-c3nn4nnnc4c4ccccc34)cccc2c1	-20%
109	CCCCCn1c(=O)c(Cc2ccccc2)c(O)c2ccccc21	0%
110	O=C(C#Cc1ccccc1)c1cccc([N+](=O)[O-])c1	15%

Following part:
nr	Compound	HT1080 cytotoxicity
111	O=C(COc1ccc2ccccc2c1)NCCNC(=O)COc1ccc2ccccc2c1	0%
112	CCOC(=O)/C(C#N)=C/c1cc(C)n(-c2ccccc2)c1C	-15%
113	CS(=O)(=O)N(CC(=O)NC1CCCC1)Cc1ccc(Cl)cc1	9%
114	CCn1c(SCC(=O)N2CCC(C)CC2)nnc1-c1ccc(S(=O)(=O)N2CCN(C)CC2)cc1	-7%
115	O=C(CN1C(=O)c2ccccc2C1=O)Nc1ccccc1C(=O)NC1CCCCC1	7%
116	O=C(Cc1ccc(Cl)cc1)Nc1ccccc1N1CCOCC1	23%
117	Oc1ccc2ccccc2c1/C=N/c1nccs1	-3%
118	COc1ccccc1N1CCN(C(=O)CSc2ccccc2)CC1	-4%
119	COC(=O)[C@@]1(Cc2ccccc2)C=C[C@@H](C)N1C(=O)c1ccccc1	-20%
120	O=c1onc(-c2cccs2)n1Cc1ccccc1	-17%
121	CCCCOC(=O)/C(=C\c1ccc([N+](=O)[O-])o1)NC(=O)c1ccccc1	-3%
122	CC(=O)c1cc2c(cc1NC(=O)CN1CCCCCCC1)OCO2	-19%
123	FC(F)(F)c1ccc(C2[C@H]3CN(Cc4cccnc4)[C@H](c4ccccc4)C34CC2(c2cccnc2)C4)cc1 (stereo partly specified)	3%

Source: PubChem
